Source: PubChem (several laboratories)
PPARg SRC2 recr: promotes SRC-2 coactivator recruitment by human PPARgamma; P37231; PPARgamma LBD-SRC-2 recruitment, biochemical; activation, % at 8 µM; 0.34% of 200,000 active; AID 1032; in the data active means activation above about 22%;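 further: 0% = vehicle and 100% = reference agonist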
TR-FRET SRC-2 ct: TR-FRET artefact, counter-screen to PPARgamma/SRC-2 agonist assay. hits give high values. TR-FRET ratio at 8 µM. 0.4% of 200,000 active. AID 1049; in the data active means TR-FRET ratio above about 2000; further: inactives centre near 1500
Diaph act CS: counter-screen for diaphorase-based assays: diaphorase activators and chemical reducers. Diaphorase/resazurin coupled assay, resorufin fluorescence, 16 min; hits give high values; 1 = vehicle wells, 0 = NADH-free wells. activation factor at 20 µM. 0.005% of 190,000 active. AID 1229;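 active means diaphorase activity raised at least twofold by the compound at 20 µM; inactive means activation factor below 2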
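Test system: Clostridium kluyveri diaphorase, purified enzyme; input: enzyme 0.07 U/mL final; buffer or medium: 50 mM HEPES pH 7.4 with 4.542 mM MgCl2, 0.005% Tween 20; also added: 0.114 mM NADH and 0.1 mM resazurin, final amounts; schedule: 16 min enzyme reaction, ambient temperature; technique: fluorescence of resorufin, 544 nm excitation, 590 nm emission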
G6PDH CS: L. mesenteroides G6PDH inhibition counter-screen; inhibition, % at 5 µM; Purified L. mesenteroides G6PDH, diaphorase/resazurin coupled fluorescence, 45 min; 0.12% of 200,000 active; AID 1020; in the data active means inhibition above about 50%
S1P3 antag: antagonists of human S1P3 receptor | inhibition, % at 4.98 µM | Q99500 | 0.27% of 170,000 active | AID 485 | CHO S1P3 NFAT-BLA reporter, FRET fluorescence, antagonist mode;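 active means inhibition above the plate cutoff, the mean inhibition of test wells on that plate plus 3 SD, cut at about 28% in these data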;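 further: cells challenged with S1P at its EC80 of 0.8 µM; blue over green emission ratio from cleaved BLA substrate after 4 h stimulation; 0% = S1P-stimulated wells and 100% = unstimulated DMSO-only wells; some compounds past the cut are filed as inactive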
Target sequence (Q99500 whole entry, looked up): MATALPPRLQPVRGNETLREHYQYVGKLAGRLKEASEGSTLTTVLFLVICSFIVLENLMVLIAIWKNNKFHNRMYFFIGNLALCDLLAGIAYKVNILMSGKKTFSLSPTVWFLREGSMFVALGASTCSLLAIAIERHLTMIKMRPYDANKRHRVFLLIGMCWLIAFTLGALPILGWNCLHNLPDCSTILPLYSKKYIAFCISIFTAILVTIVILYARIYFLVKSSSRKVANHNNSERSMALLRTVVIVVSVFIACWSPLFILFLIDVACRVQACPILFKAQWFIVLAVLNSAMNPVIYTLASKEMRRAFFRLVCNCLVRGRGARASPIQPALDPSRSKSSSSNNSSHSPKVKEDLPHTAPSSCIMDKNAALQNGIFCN
PPARg SRC-3 ag: agonists of human PPARgamma SRC-3 coactivator recruitment; P37231; biochemical PPARgamma/SRC-3 coactivator recruitment assay; activation, % at 8 µM; 0.26% of 200,000 active; in the data active means activation above about 23%;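 further: 0% = DMSO and 100% = reference agonist; some compounds past the cut are filed as inactive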
PMI act hi M6P: PMI (human) activation, high substrate. activation factor at 20 µM. P34949. AID 1216. 0.34% of 190,000 active. coupled PMI enzyme assay, resazurin fluorescence, 20 min; hits give high values; 1 = untreated enzyme, 0 = substrate-free blank;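 active means activation factor of 2 or more at 20 µM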
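Material: human phosphomannose isomerase with PGI, G6PDH, diaphorase coupling enzymes / Reagent: Man-6-P substrate 1.0 mM / Dosing: single compound dose of 20 µM, 1% DMSO final / Incubation: enzyme reaction with compound 20 min at room temperature / Signal: resorufin fluorescence (Ex 544/Em 590 nm) from resazurin via diaphorase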
Diaphorase inh: diaphorase inhibition or chemical oxidation counter-screen. diaphorase resazurin-to-resorufin fluorescence, NADH, 16 min; bacterial (C. kluyveri) enzyme, not human. inhibition, % at 20 µM. 0.69% of 190,000 active. AID 1217;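 active means primary screen inhibition at 20 µM above a set limit, cut at about 50% in these data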;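 further: plate controls were DMSO with full reaction for no effect and wells lacking NADH for full effect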
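Benchmarks: positive control wells lacking NADH, neutral wells with DMSO only. System: bacterial diaphorase enzyme (C. kluyveri). Input: 0.14 U/mL diaphorase, enzyme working solution. Detection: resorufin fluorescence, excitation 544 nm, emission 590 nm. Times: 16-min room-temperature incubation before reading.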
ROMK mod: modulators of human ROMK potassium channel | P48048 | Tet-inducible ROMK, thallium flux fluorescence; actives lie on both sides | B-score at 10 µM | 2% of 130,000 active | AID 1918;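 active means signal ratio slope over the read window, or its plate-corrected B-score, at least 3 SD from the plate mean, either direction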;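 further: B-score of the F/F0 ratio slope over 7 to 12 s after thallium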
Target sequence (P48048 whole entry, looked up): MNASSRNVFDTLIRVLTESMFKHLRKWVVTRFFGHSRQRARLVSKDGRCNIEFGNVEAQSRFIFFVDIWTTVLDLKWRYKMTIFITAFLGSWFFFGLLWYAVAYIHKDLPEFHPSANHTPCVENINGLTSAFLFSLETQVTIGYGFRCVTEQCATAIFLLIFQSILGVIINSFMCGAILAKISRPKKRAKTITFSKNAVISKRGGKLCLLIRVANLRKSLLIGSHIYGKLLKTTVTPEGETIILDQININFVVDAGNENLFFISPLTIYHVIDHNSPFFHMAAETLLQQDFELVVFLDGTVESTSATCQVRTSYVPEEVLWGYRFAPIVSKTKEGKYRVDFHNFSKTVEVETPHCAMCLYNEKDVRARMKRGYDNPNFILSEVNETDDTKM
PMI activator: activators of human phosphomannose isomerase; P34949; purified human PMI, coupled resazurin fluorescence, 20 min; hits give high values; 1 = vehicle control, 0 substrate-free wells; activation factor at 20 µM; 0.005% of 190,000 active;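 active means activation factor of 2 or more at 20 µM, relative to plate controls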
PPARg SRC1 recr: promotes SRC-1 coactivator recruitment by human PPARgamma | P37231 | PPARgamma-SRC-1 coactivator recruitment biochemical assay | activation, % at 8 µM | 0.41% of 200,000 active | AID 631; in the data active means activation above about 19%;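 further: 0% = DMSO and 100% = reference agonist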
The depositor's hits bear a star; · = not tested or not shown.

(1) O=C(OCc1nnc(-c2ccc(Cl)cc2)o1)c1ccc(O)cc1
(2) COc1ccc(/C=C/C(=O)OCC(=O)N2CC(=O)Nc3ccccc32)cc1
(3) CC1(C)CC(=O)C2(CC3=C(CC(C)(C)CC3=O)O2)C(=O)C1
(4) CCNC(=O)COc1ccc(Br)cc1Cl
(5) COc1ccc(NC(=S)Nc2cccc3cnccc23)cc1
(6) CC(=O)c1ccc(NC(=S)Nc2cccc(S(=O)(=O)Nc3c(C)n(C)n(-c4ccccc4)c3=O)c2)cc1
(7) CCOc1ccc(S(=O)(=O)NCc2ccccn2)cc1
(8) Cc1ccc(S(=O)(=O)N2CCN(S(=O)(=O)N3CCCCC3)CC2)cc1
Compound,1,2,3,4,5,6,7,8
PPARg SRC2 recr,9,6,4,8,3,1,0,-3
TR-FRET SRC-2 ct,1894,1679,1514,1540,1598,1544,1498,1450
Diaph act CS,0.9,0.8,1.1,0.9,0.4,0.9,0.9,0.9
G6PDH CS,-5,-10,3,-5,30,-4,-1,10
S1P3 antag,4,-24,12,-23,-5,-5,·,5
PPARg SRC-3 ag,3,-2,14,-9,7,0,0,3
PMI act hi M6P,0.9,0.9,1.1,0.9,0.4,1,1,0.9
Diaphorase inh,6,16,-9,8,56*,8,7,9
ROMK mod,-0.0047,0.5,·,·,·,-0.1,0.059,·
PMI activator,0.9,0.8,1.1,0.9,0.4,0.7,0.9,0.9
PPARg SRC1 recr,8,-2,5,-10,4,2,-2,-2

(9) COc1ccc(CSc2nnc(SCc3ccc([N+](=O)[O-])cc3)s2)cc1
(10) O=C(NC(=S)Nc1nc(-c2ccc(Br)cc2)cs1)c1cccnc1
(11) Cc1ccccc1NC(=O)c1ccc(COc2ccc3c(C)cc(=O)oc3c2)cc1
(12) CCCCN(C(=O)NC(=O)Nc1ccccc1OC)S(C)(=O)=O
(13) COc1ccccc1Nc1nc(N)nc(CN(C)C2CCCCC2)n1
(14) CC/C(C)=C1\SC(N2CCOCC2)=NC1=O
(15) Cc1ccc(NS(=O)(=O)c2ccc(Cl)s2)cc1S(=O)(=O)N(C)C
(16) CCOC(=O)c1ccc(NC(=O)CN(c2ccc(C)cc2)S(=O)(=O)c2c(C)n[nH]c2C)cc1
Compound,9,10,11,12,13,14,15,16
PPARg SRC2 recr,12,7,1,-5,-3,2,-4,5
TR-FRET SRC-2 ct,1563,1548,1733,1429,1526,1471,1379,1497
Diaph act CS,1,0.9,1.1,0.8,1,0.9,0.9,0.8
G6PDH CS,1,0,8,2,1,1,0,-3
S1P3 antag,·,·,-7,9,-2,·,0,12
PPARg SRC-3 ag,-3,10,-1,-1,2,5,-1,1
PMI act hi M6P,1,2.5*,1.1,0.8,1.3,1,0.9,0.9
Diaphorase inh,3,12,-10,20,-4,7,8,22
ROMK mod,·,0.37,0.73,·,·,1.6,·,·
PMI activator,1,1.5,1,1,1.2,1,1,0.9
PPARg SRC1 recr,-2,1,7,4,3,6,2,14

Given as a markdown table: 11 of the compounds above.
| No. | molecule | PPARg SRC2 recr | TR-FRET SRC-2 ct | Diaph act CS | G6PDH CS | S1P3 antag | PPARg SRC-3 ag | PMI act hi M6P | Diaphorase inh | ROMK mod | PMI activator | PPARg SRC1 recr |
| --- | --- | --- | --- | --- | --- | --- | --- | --- | --- | --- | --- | --- |
| 3 | CC1(C)CC(=O)C2(CC3=C(CC(C)(C)CC3=O)O2)C(=O)C1 | 4 | 1514 | 1.1 | 3 | 12 | 14 | 1.1 | -9 | · | 1.1 | 5 |
| 4 | CCNC(=O)COc1ccc(Br)cc1Cl | 8 | 1540 | 0.9 | -5 | -23 | -9 | 0.9 | 8 | · | 0.9 | -10 |
| 5 | COc1ccc(NC(=S)Nc2cccc3cnccc23)cc1 | 3 | 1598 | 0.4 | 30 | -5 | 7 | 0.4 | 56* | · | 0.4 | 4 |
| 6 | CC(=O)c1ccc(NC(=S)Nc2cccc(S(=O)(=O)Nc3c(C)n(C)n(-c4ccccc4)c3=O)c2)cc1 | 1 | 1544 | 0.9 | -4 | -5 | 0 | 1 | 8 | -0.1 | 0.7 | 2 |
| 7 | CCOc1ccc(S(=O)(=O)NCc2ccccn2)cc1 | 0 | 1498 | 0.9 | -1 | · | 0 | 1 | 7 | 0.059 | 0.9 | -2 |
| 8 | Cc1ccc(S(=O)(=O)N2CCN(S(=O)(=O)N3CCCCC3)CC2)cc1 | -3 | 1450 | 0.9 | 10 | 5 | 3 | 0.9 | 9 | · | 0.9 | -2 |
| 9 | COc1ccc(CSc2nnc(SCc3ccc([N+](=O)[O-])cc3)s2)cc1 | 12 | 1563 | 1 | 1 | · | -3 | 1 | 3 | · | 1 | -2 |
| 10 | O=C(NC(=S)Nc1nc(-c2ccc(Br)cc2)cs1)c1cccnc1 | 7 | 1548 | 0.9 | 0 | · | 10 | 2.5* | 12 | 0.37 | 1.5 | 1 |
| 11 | Cc1ccccc1NC(=O)c1ccc(COc2ccc3c(C)cc(=O)oc3c2)cc1 | 1 | 1733 | 1.1 | 8 | -7 | -1 | 1.1 | -10 | 0.73 | 1 | 7 |
| 12 | CCCCN(C(=O)NC(=O)Nc1ccccc1OC)S(C)(=O)=O | -5 | 1429 | 0.8 | 2 | 9 | -1 | 0.8 | 20 | · | 1 | 4 |
| 13 | COc1ccccc1Nc1nc(N)nc(CN(C)C2CCCCC2)n1 | -3 | 1526 | 1 | 1 | -2 | 2 | 1.3 | -4 | · | 1.2 | 3 |

Later entries
(17) CCN1CCN(C(=O)CN2C(=O)c3cccc4cccc2c34)CC1
(18) O=C1CC(c2ccccc2)c2ccc(O)cc2O1 (stereo not given)
(19) CCOC(=O)c1c(CNCCN(CC)CC)n(C)c2cc(Br)c(OC)cc12
(20) Cc1nn(-c2cc(N(S(C)(=O)=O)S(C)(=O)=O)c(Cl)cc2Cl)c(=O)n1C
(21) Cc1cc(C)n(/C(=C\N(C)C)C(=O)c2ccc(Cl)cc2)n1
Compound,17,18,19,20,21
PPARg SRC2 recr,7,-3,8,5,3
TR-FRET SRC-2 ct,1503,1302,1732,1365,1616
Diaph act CS,1,0.9,0.9,0.8,0.9
G6PDH CS,-1,-3,3,2,9
S1P3 antag,·,·,·,2,-13
PPARg SRC-3 ag,20,-8,14,3,1
PMI act hi M6P,0.9,1,1,0.9,1
Diaphorase inh,4,11,9,15,6
ROMK mod,-0.047,-1.4,-2.2,0.69,0.68
PMI activator,0.9,1,1,0.9,1.1
PPARg SRC1 recr,2,-1,4,13,-5
